# Assay outcomes deposited in PubChem by National Center for Advancing Translational Sciences (NCATS).
# p53ts 39C kill – cytotoxicity in p53ts cells at nonpermissive temperature. 130,000 compounds, 1.5% hits. H1299-p53A138V viability at 39C, ATP luminescence, 24 h. AID 902. Potency, µM (top dose mostly 46.1 µM), inactives show at the top dose activity change, negative = cell killing, hits mostly cytotoxic; also: nearly all actives have a fitted effect of over 55% in size
# p53ts 32C kill – kills p53ts cells at the permissive temperature; H1299-p53A138V at 32C, ATP luminescence viability, 24 h; Potency, µM (doses to about 46.1 µM), inactives show at the highest dose activity change, negative = cytotoxicity, usual class: cytotoxic; 130,000 compounds, 0.93% hits;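 also: 0% = DMSO and -100% = full killing by reference compound; nearly all actives have a fitted effect of over 55% in size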
#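 Cells: H1299 p53ts (A138V), 600/well, pre-incubated 16–30 h at 37C. Cpd up to 46 uM, 24 h, 32C. Readout: ATPlite luminescence, 20 min RT. Normalization: DMSO vs tamoxifen 100 uM. AC50 by Hill equation.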
# Imprint erasure – induces erasure of genomic imprints in mouse ES cells | mouse ES Peg3-LacZ reporter, beta-gal luminescence, 40 h | Potency, µM (titrated, usually from 60.7 µM), for inactives: at the top dose activity change, positive = activation, usual class: activators | 110,000 compounds, 0.02% hits | AID 1948;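 also: 0% = negative control wells on the plate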
#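 Each well holds 300 Peg3LacZ-Neo (maternal) female ES cells incubated 40 h at 37C, 5% CO2. LacZ is measured by BetaGlo luminescence, with AC50 and maximum efficacy derived from dose-response curves.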
# IkB sig inh – inhibitors of IkB signaling in ABC-DLBCL cells; ABC-DLBCL IkBa-CBG/CBR dual luciferase ratio, 4 h; response scale: scaled: untreated 0%, proteasome inhibitor 100%; Potency, µM (doses to about 57.1 µM), inactives show at the top dose IkBa stabilization activation; 110,000 compounds, 0.04% hits; active = well fitted curve in the direction sought with a large enough effect in the signal ratio, not every such curve was filed as active; inconclusive = small, poorly fitted or top-dose-only effect, or a change in a side signal; the % refers to the signal ratio;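 also: the direction sought is a rising ratio; 0% = basal untreated cells and 100% = reference inhibitor full response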
#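 Curves were fitted separately to fusion (green), unfused (red) and ratio luminescence, then classed by r2, magnitude and activity. Cells: OCI-Ly3, 4 h compound plus doxycycline at 37C; 10 uM MG-132 defined full response.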
# * marks the source's active call; other numbers are inactive results; ? = inconclusive; / = no result given; [ ] = dose if it differs, or a comment. Unless noted, calls follow the shape of the dose curve; as a rule, active = well fitted curve in the direction sought with a large enough effect; inconclusive = small, poorly fitted or top-dose-only effect, or another doubt; inactive = no such curve, though single readings can be large; an effect the other way counts as inactive or inconclusive. Unless noted, % is scaled to controls: 0 for no effect and ±100 for the full control effect; potency is read from the fitted curve at half-maximal effect.
SMILES,p53ts 39C kill,p53ts 32C kill,Imprint erasure,IkB sig inh
COC(=O)c1c(NC(=O)Cc2cccs2)sc2c1CCCC2,-3.9%,-2.3%,-7.0%,3.5%
CCN1CCN(CCCNC(=O)c2cc3sccc3n2CC)CC1,-5.0%,-3.9%,-9.4%,-1.7%
COc1cccc(N2C(=O)C3CC=C(Cl)CC3C2=O)c1 (stereo not drawn),17.9%,-7.9%,-33.0%[inhibitor],0.1%
O=C(Cc1c(O)c2ccccc2[nH]c1=O)NCc1ccc(F)cc1,-2.4%,-5.5%,2.4%,0.6%
Cc1c(F)cccc1NC(=O)CCC(=O)O,12.4%,5.9%,-3.8%,-0.7%
CCc1ccc(-n2c(N3CCN(c4cccc(C)c4C)CC3)nc3ccccc3c2=O)cc1,8.7%,6.9%,6.3%[10.9 µM],?
Cc1ccccc1-c1cc(-c2ccccc2O)n[nH]1,-14.8%,-13.9%,-32.2%[inhibitor],?
O=C(NC1(C(F)(F)F)C(=O)Nc2c1c(=O)[nH]c(=O)n2CCc1ccccc1)c1ccc(Cl)cc1 (stereo not drawn),33.2%[activator],18.6%,-9.7%[10.9 µM],?
CCc1ccc(NC(=O)CSC2=Nc3ccccc3C3=NC(CCC(=O)NCc4cccs4)C(=O)N23)cc1 (stereo not drawn),-29.3%,-0.5%,-9.8%[10.9 µM],4.6%
COc1cccc(C(=O)NCc2n[nH]c(=S)n2-c2cccc(C)c2)c1,13.8%,5.3%,-5.1%,0.2%
Cc1ccc(N2CCN(C(=O)NCc3noc4ccccc34)CC2C)cc1 (stereo not drawn),-4.0%,9.1%,-15.5%[10.9 µM],?
O=C1CC(c2ccc(Cl)cc2)n2nc(N3C(=O)c4ccccc4C3=O)nc2N1 (stereo not drawn),-0.4%,-12.0%,-9.2%,-1.0%
CCNc1oc(-c2ccc(COc3ccc(Cl)cc3)o2)nc1C#N,-13.2%,-5.1%,-10.7%[10.9 µM],-1.7%
O=C(c1ccccc1S(=O)(=O)NCc1ccccc1)N1CCCC1,-1.5%,2.9%,-4.2%,-0.3%
COC(=O)c1c(NC(=O)c2ccc(S(=O)(=O)N3CCC(C)CC3)cc2)sc2c1CCN(C)C2,?,-15.0%,-16.7%[10.9 µM],?
COc1ccc(S(=O)(=O)Nc2cccc(-c3ccc(N4CCCCCC4)nn3)c2)cc1F,-26.1%,-27.8%,-5.2%[10.9 µM],-0.2%
COc1cccc(C(=O)Nc2ccc(C(=O)O)cc2)c1,-0.8%,9.8%,-90.1%[inhibitor],10.7%
COc1cccc(NC(=O)CNC(=O)c2cccs2)c1,-4.0%,-8.1%,-34.4%[inhibitor],15.1%
CCCc1cc(=O)[nH]c(SCC(=O)N(C)CC(=O)Nc2ccccc2CC)n1,-5.2%,1.2%,0.6%,0.3%
Cc1ccc(CNC(=O)COC(=O)CSc2cc(C)c(Br)cc2C)cc1,-5.0%,-3.7%,/,/
CCOC(=O)c1nn(-c2ccc(F)cc2)c2nc(CC(C)C)c(C#N)c(=O)n12,4.6%,5.1%,/,/
O=C(Cn1cnc2ccccc2c1=O)OCC(=O)c1ccc2c(c1)OCCO2,10.2%,8.6%,1.9%,0.9%
CC1(C)OC(=O)N(c2ccccc2)C12C=Cc1c(ccc3ccccc13)O2 (stereo not drawn),8.0%,22.5%,/,/
CNC(=O)Nc1cccc(C(F)(F)F)c1,1.2%,-0.7%,-13.9%,-3.2%
COc1cc(NC(=O)Cc2cccs2)cc(OC)c1,-3.2%,-3.8%,4.5%,-0.1%
CCCc1nc(N)c(C#N)c(N)c1C#N,-11.5%,7.5%,3.2%,-3.3%
N#CC1=C(SCC(=O)NCc2ccccc2)NC(=O)CC1c1ccco1 (stereo not drawn),4.7%,0.3%,-6.2%,-0.3%
CCC(C(=O)Nc1cc(OC)ccc1OC)n1nc(-c2ccccc2)c2c(c1=O)CCCC2 (stereo not drawn),2.0%,23.7%,-4.7%[10.9 µM],?
CN(C)c1nc(-c2ccc3c(c2)OCO3)nc2ccccc12,-15.1%,-3.8%,-8.2%,-3.8%[11.4 µM]
CCCCN(CC)C(=O)C1CCC(CNS(=O)(=O)c2cccc3nsnc23)CC1 (stereo not drawn),-14.1%,14.0%,-10.3%[10.9 µM],-2.8%
CCOc1ccc2[nH]c(O)c(NC(C)=O)c2c1,0.0%,14.6%,2.9%,0.3%
Cc1c(C(=O)Nc2c(F)cccc2F)sc2ncn(Cc3ccccc3F)c(=O)c12,2.6%,-3.7%,-12.3%[10.9 µM],?
CC1=C(C(=O)OC2CCCC2)C(c2c(F)cccc2Cl)CC(=O)N1 (stereo not drawn),-5.9%,11.1%,8.1%[10.9 µM],?
CC(CNC(=O)C1CCN(S(=O)(=O)c2ccc3c(ccn3C)c2)CC1)c1ccccc1 (stereo not drawn),-1.8%,2.4%,-5.1%[10.9 µM],2.4%
CCCCn1c(SCC(=O)Nc2cc(NC(=O)c3ccco3)ccc2C)nc2ccccc2c1=O,-10.7%,1.5%,-17.6%,?
CCCCNC(=O)c1ccc2c(c1)ncn2C1CCCCC1,-5.7%,-4.8%,-0.4%,0.3%
CCn1c(SCC(=O)n2c(C)c(C)c3ccccc32)nnc1-c1ccco1,1.0%,6.8%,-4.1%,2.5%
CCc1cccc(NC(=O)c2ccc(CNS(=O)(=O)c3ccc4c(c3)C(C)(C)C(=O)N4C)cc2)c1,-6.1%,-20.5%,-14.9%[10.9 µM],?
Cc1ccc(-c2nnc(SCC(=O)N3CC(C)CC(C)C3)o2)cc1C (stereo not drawn),0.3%,-11.7%,-17.6%,1.6%
Cc1ccc(C)c(NC(=O)/C(C#N)=C/c2ccc(C(C)C)cc2)c1,8.4%,-5.7%,-17.1%[10.9 µM],-3.7%
COc1ccccc1NC(=O)CSC1=Nc2ccccc2C2=NC(CCC(=O)NCc3cccs3)C(=O)N12 (stereo not drawn),4.6%,7.6%,-8.5%[10.9 µM],?
O=C(NCc1ccc(F)cc1)c1cc2sccc2n1Cc1ccc(F)cc1,8.7%,-2.1%,/,/
COc1cc(C2Nc3ccccc3-c3nnc(SCc4ccc(C)cc4)nc3O2)cc(OC)c1O (stereo not drawn),-2.6%,-5.9%,-11.6%[10.9 µM],18.0%
COc1cc(C(=O)OCc2cc(=O)n3nc(C4CCCCC4)sc3n2)cc(OC)c1OC,-9.1%,2.0%,-11.2%[10.9 µM],0.1%
COc1ccccc1NC(=O)c1c(NC(=O)Cc2ccccc2)sc2c1CCC(C(C)(C)C)C2 (stereo not drawn),9.3%,-2.8%,-3.8%[10.9 µM],-0.8%
CC(NC(=O)Cc1ccc(NC(=O)N2CCCCc3ccccc32)cc1)c1ccccc1 (stereo not drawn),-26.0%,7.3%,-10.1%[10.9 µM],0.8%
Cc1cccc(OC(=O)CSc2nnc(CNC(=O)c3ccccc3)o2)c1C,25.9%,3.2%,-8.5%[10.9 µM],-2.1%
COc1ccc(Cl)cc1NC(=O)c1c(C(=O)Nc2cccc(C)c2C)sc2nc(C)cc(=O)n12,1.4%,-10.1%,14.2%[10.9 µM],3.0%
Cc1cnc(NC(=O)CSc2nnc(CNc3ccc(F)cc3)n2CC2CCCO2)s1 (stereo not drawn),0.0%,7.6%,-0.4%,0.9%
COc1ccc(C(=O)Cn2nnc(-c3ccccc3F)n2)cc1,-8.4%,14.2%,-7.7%,1.4%
c1ccc(Cn2c(NCc3ccco3)nc3ccccc32)cc1,5.7%,-1.2%,-5.3%,3.2%
Cc1ccc(C)c(OCCCN2CCCC2)c1,1.6%,-10.6%,-22.4%,-4.9%
COc1cccc(Cn2c(=O)c(-c3ccc(F)c(F)c3)nc3cncnc32)c1,-19.6%,-23.1%,/,2.0%[11.4 µM]
CC1Cc2nc(SCC(=O)N3CCCc4ccccc43)n(C)c(=O)c2S1 (stereo not drawn),9.9%,7.2%,-23.8%,3.1%
CCOC(=O)c1ccc(NS(=O)(=O)c2ccc(Br)s2)cc1,-8.0%,-2.0%,-5.2%[10.9 µM],17.6%
COc1cc(CC(=O)OCC(=O)Nc2ccc(S(=O)(=O)N3CCCC3)cc2)cc(OC)c1OC,-11.1%,8.8%,15.1%,-0.3%
CCOC(=O)c1ccc(OC(=O)CCCCCN=C(N)N)cc1,-5.9%,12.6%,-11.7%,-0.5%
O=C(COc1ccc(Cl)cc1)Nc1ccc2nc(SCC(=O)N3CCCC3)sc2c1,3.6%,-5.7%,-11.3%[10.9 µM],?
Cc1ccc(Cn2c(CN(C)Cc3ccccc3)nc3c2c(=O)n(C)c(=O)n3C)cc1,3.0%,0.1%,-13.6%,2.5%
O=C(Nc1ccc(-c2cc(C(F)(F)F)nn2-c2ccccc2)cc1)c1cccc(F)c1,-23.9%,4.9%,-11.4%[10.9 µM],?

# By substructure: the compounds so far with a furan ring, fused or not (5)
SMILES,p53ts 39C kill,p53ts 32C kill,Imprint erasure,IkB sig inh
CCNc1oc(-c2ccc(COc3ccc(Cl)cc3)o2)nc1C#N,-13.2%,-5.1%,-10.7%[10.9 µM],-1.7%
N#CC1=C(SCC(=O)NCc2ccccc2)NC(=O)CC1c1ccco1 (stereo not drawn),4.7%,0.3%,-6.2%,-0.3%
CCCCn1c(SCC(=O)Nc2cc(NC(=O)c3ccco3)ccc2C)nc2ccccc2c1=O,-10.7%,1.5%,-17.6%,?
CCn1c(SCC(=O)n2c(C)c(C)c3ccccc32)nnc1-c1ccco1,1.0%,6.8%,-4.1%,2.5%
c1ccc(Cn2c(NCc3ccco3)nc3ccccc32)cc1,5.7%,-1.2%,-5.3%,3.2%

# Further structures
SMILES,p53ts 39C kill,p53ts 32C kill,Imprint erasure,IkB sig inh
CCC(C(=O)Nc1ccc(F)cc1F)n1nc(-c2ccccc2)c2c(c1=O)CCCC2 (stereo not drawn),-13.4%,7.7%,6.8%[10.9 µM],?
NC(=S)N/N=C\c1c[nH]c2ccccc12,5.2%[9.22 µM],2.6%[9.22 µM],-1.7%[10.9 µM],0.4%[11.4 µM]
COc1ccc(OC)c(-c2noc(CSc3nnc(Cc4ccccc4)n3-c3cccc(C)c3)n2)c1,-9.3%,26.8%,17.9%[10.9 µM],0.8%
Oc1ccc(CN2CCN(Cc3ccccc3)CC2)c2cccnc12,-23.4%,?,-43.5%[inhibitor],0.7%
CCc1[nH]nc2c1C(c1cccc(OC(=O)N3CCOCC3)c1)C(C#N)=C(N)O2 (stereo not drawn),-20.5%,-27.9%,1.9%,-0.1%
CCCCN(C)S(=O)(=O)c1ccc(C(=O)Nc2ccc(-c3nc4ccc(C)cc4s3)cc2)cc1,-6.1%,0.1%,24.8%[10.9 µM],-4.5%
Cc1c(C(=O)NCCN2CCOCC2)oc2ccccc12,15.0%,-1.3%,-15.4%,-5.3%
CCc1ccc(NC(=O)CCN2C(=O)c3cccnc3C2=O)cc1,4.6%,1.4%,-2.0%,-0.6%
COc1cccc(-c2cc(C(=O)Nc3ccc(OC)cc3OC)no2)c1,1.8%,5.9%,3.5%[10.9 µM],0.3%
CCOc1ccc(-c2nc(CSCC(=O)NCCc3ccc(OCC)c(OCC)c3)c(C)o2)cc1,21.0%,-2.1%,-13.4%[10.9 µM],?
CC1CCN(CCNC(=O)CN(C)S(=O)(=O)c2cccc3nsnc23)CC1,-5.8%,16.7%,-4.1%,0.4%
O=S(=O)(NC1c2cccc3cccc(c23)C1N1CCNCC1)c1ccccc1 (stereo not drawn),4.5%,-2.9%,-10.2%,5.3%
COc1ccccc1NC(=O)CSc1nc2sc(C)c(C)c2c(=O)n1Cc1ccco1,-3.8%,1.8%,-11.3%,17.5%

# Pulled one by one from above (two):
SMILES,p53ts 39C kill,p53ts 32C kill,Imprint erasure,IkB sig inh
Oc1ccc(CN2CCN(Cc3ccccc3)CC2)c2cccnc12,-23.4%,?,-43.5%[inhibitor],0.7%
CC1CCN(CCNC(=O)CN(C)S(=O)(=O)c2cccc3nsnc23)CC1,-5.8%,16.7%,-4.1%,0.4%

# One compound at a time, from the list above.
# CCc1[nH]nc2c1C(c1cccc(OC(=O)N3CCOCC3)c1)C(C#N)=C(N)O2 (stereo not drawn) reads p53ts 39C kill: -20.5%; p53ts 32C kill: -27.9%; Imprint erasure: 1.9%; IkB sig inh: -0.1%
# COc1cccc(-c2cc(C(=O)Nc3ccc(OC)cc3OC)no2)c1 reads p53ts 39C kill: 1.8%; p53ts 32C kill: 5.9%; Imprint erasure: 3.5%[10.9 µM]; IkB sig inh: 0.3%
